Screening results: PubChem, several laboratories
XIAP displacement: small molecules displacing peptide from XIAP – biochemical, IAP family, fluorescence polarization (AID 1018); XIAP BIR domain, fluorescence polarization peptide displacement; higher % means a stronger effect; displacement, % at 20 µM; hits with a dose series show IC50 in µM; 200,000 tested, 0.007% active; in the data active = displacement above about 50%; note: a part of the inactive calls stands beside numbers as strong as those of hits
P. falciparum M1AAP: P. falciparum M1AAP inhibitors, biochemical, fluorogenic H-Leu-NHMec substrate, 1536-well (AID 1445); 220,000 tested, 0.42% active; recombinant M1AAP, H-Leu-NHMec fluorogenic kinetic assay; higher % means a stronger effect; inhibition, % at 30 µM; hits with a dose series show IC50 in µM;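 active = primary inhibition above the hit cutoff, then over 50% inhibition at one or more dose response concentrations, cut at about 23% in these data, passing the limit was not always enough; inconclusive = conflicting primary data, or primary hits not chosen for dose response; inactive = low primary inhibition, or under 50% at every dose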;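 note: plate controls were DMSO full reaction for no effect and no enzyme background for full effect; strong numbers were not always called active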
AID2073: disruptors of CaV2.2 binding to Mint1 – biochemical, HTRF (AID 2073); HTRF protein-protein interaction, Mint1-CaV2.2; higher % means a stronger effect; one-dose inhibition, % at 20 µM; IC50 in µM for titrated hits; 290,000 tested, 0.19% active; in the data active = inhibition mostly above about 51%, no sharp cut-off; inconclusive = no clear call, values can overlap the other calls; inactive = mostly below about 53%; note: some results filed as inactive read as strong as hits
M17LAP inhibition: P. falciparum M17LAP inhibitors, primary screen, biochemical, fluorogenic H-Leu-NHMec substrate, 1536-well (AID 1619). recombinant M17LAP, H-Leu-NHMec fluorogenic kinetic assay; higher % means a stronger effect. inhibition, % at 30 µM; hits with a dose series show IC50 in µM. 220,000 tested, 0.38% active;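 active = compound inhibiting the enzyme by more than half at any dose during confirmatory dose-response retesting; inconclusive = strong single-dose inhibitors picked by rank but not retested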;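 note: plate controls were full reaction with DMSO carrier for no effect and no enzyme background for full effect; strong numbers were not always called active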
Dynein transport: blocks dynein driven cargo transport along microtubules | 3617.4 mouse cells, GR-EGFP nuclear translocation imaging; test concentration mostly 20 µM; stimulated with dexamethasone, 1 µM; stronger effect = lower value | z-score, hits read low | 220,000 tested, 0.47% active | AID 1381;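 active = plate z-score of nuclear minus cytoplasmic receptor signal below a set negative limit, without overly bright fluorescence or cell loss, cut at about -3.5 in these data, passing the limit was not always enough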;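 note: z-score of nuclear minus cytoplasmic ring GR-EGFP intensity difference per well; some compounds called inactive have numbers as strong as hits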
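Buffer or medium: tetracycline-free induction medium containing charcoal-stripped FBS / Reagent: dexamethasone agonist, 1.0 µM final, for 30 min / Technique: automated 10x imaging of fixed Hoechst-stained cells / Times: induction 48 h, compound 1 h, agonist 30 min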
LYP inhibition: PTPN22 lymphoid phosphatase activity blockers – biochemical, fluorescence intensity, uHTS (AID 1779) | 290,000 tested, 0.054% active | recombinant LYP phosphatase, fluorescence intensity; higher % means a stronger effect | one-dose inhibition, % at 11.5 µM; IC50 in µM for titrated hits;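 note: plate controls were vehicle with enzyme for no effect and no enzyme for full effect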
human PMI inhibition: inhibitors of human PMI, primary screen, biochemical, fluorescence intensity, coupled assay (AID 1209) | purified PMI enzyme, coupled fluorescence intensity; higher % means a stronger effect | inhibition, % at 20 µM; hits with a dose series show IC50 in µM | 190,000 tested, 0.42% active;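 note: plate controls were DMSO vehicle for no effect and wells lacking substrate for full effect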
human PMI inhibitors: human PMI inhibitors, high substrate, primary screen, biochemical, fluorescence intensity, high mannose 6-phosphate (AID 1220) | recombinant PMI enzyme, coupled fluorescence intensity; higher % means a stronger effect | one-dose inhibition, % at 20 µM; IC50 in µM for titrated hits | 190,000 tested, 0.66% active
Siah-1 displacement: Siah-1 peptide-binding antagonists, primary screen, biochemical, fluorescence polarization, rhodamine-plectin, uHTS (AID 1817); Siah-1 / rhodamine-plectin peptide fluorescence polarization; higher % means a stronger effect; one-dose displacement, % at 20 µM; IC50 in µM for titrated hits; 290,000 tested, 0.02% active;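 active = displacement of at least 50% at 20 µM, with a fluorescence ratio check between 0.3 and a set limit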;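 note: plate controls were Siah plus tracer with DMSO for no effect and tracer alone without Siah for full effect; strong numbers were not always called active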
Dynein transport cytoplasmic EGFP: further read-out of Dynein transport, marked with its call; z-score; measured here: cytoplasmic GR-EGFP intensity; stronger effect = higher value
Dynein transport nuclear GR-EGFP: recorded beside Dynein transport, whose call it bears; z-score; measured here: nuclear GR-EGFP intensity;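 lower value marks the stronger effect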
Dynein transport cell count: also measured in Dynein transport; calls as there; z-score; measured here: cell count per field
* marks the source's active call; other numbers are inactive results; u = inconclusive; x = not tested or not shown. Cut-off read from the data, not from the text of the source, unless noted: active = inhibition above about 50%; inactive = the rest.

nr	Molecule	XIAP displacement	P. falciparum M1AAP	AID2073	M17LAP inhibition	Dynein transport	Dynein transport cytoplasmic EGFP	Dynein transport nuclear GR-EGFP	Dynein transport cell count	LYP inhibition	human PMI inhibition	human PMI inhibitors	Siah-1 displacement
1	O=C(Nc1cccc(Cl)c1)OCCN1CCN(Cc2ccccc2)CCC1=O	-6.1%	-3%	0%	8%	-0.86	-0.3	-0.018	0.68	-5%	10%	5%	4%
2	Cc1nn(C)c(C(=O)N/N=C/c2cc3c(cc2Br)OCO3)c1Br	-2.2%	0%	4%	10%	-0.16	-0.066	-0.11	-0.51	0%	-4%	6%	3%
3	C=CCNC(=O)c1ccccc1NC(=O)c1ccccc1N(C)S(C)(=O)=O	-6.8%	10%	-4%	4%	-0.77	-0.22	-0.27	0.47	-3%	4%	3%	-7%
4	COc1ccc(NC(=O)CN2CCC(NC(=O)C3CCCCC3)CC2)cc1	-0.1%	7%	-3%	-2%	-1.1	-0.18	-0.85	0.91	0%	5%	-2%	0%
5	O=C(O/N=C1/CCSc2ccccc21)c1ccccc1	-4.6%	7%	-1%	4%	-0.32	-0.17	-0.011	0.34	-3%	5%	2%	3%
6	Cc1ccc(CN2CCN(Cc3cccn3-c3ccc(Cl)cn3)CC2CCO)o1 (stereo unspecified)	2.7%	8%	-7%	3%	-0.37	-0.22	-0.036	-0.13	-6%	12%	13%	-2%
7	CCn1c2ccccc2c2nnc(SCC(=O)N3CC(C)OC(C)C3)nc21 (stereo unspecified)	-3.2%	14%	-7%	15%	0.55	-0.23	0.37	0.025	-5%	3%	-3%	-2%
8	CC(=O)n1nc(-c2ccco2)nc1N	-1.1%	-3%	-11%	3%	-0.52	-0.25	0.05	0.39	-3%	1%	5%	1%
9	COC(=O)[C@H](Cc1ccccc1)NC(=O)[C@@]1(C)C[C@@H]1[C@@H](NC(=O)OCc1ccccc1)c1ccccc1	-11%	7%	18%	-3%	0.21	-0.27	0.4	0.46	7%	8%	6%	4%
10	CCS(=O)(=O)c1ccc2oc(Nc3ccccc3C)nc2c1	-1.9%	3%	2%	6%	0.1	-0.19	0.028	-0.11	-10%	-12%	-5%	2%
11	COc1cc([C@H]2c3[nH]c4ccccc4c3C[C@H]3C(=O)N4[C@@H](c5cc(OC)c(OC)c(OC)c5)c5[nH]c6ccccc6c5C[C@H]4C(=O)N23)cc(OC)c1OC	-5.5%	3%	26%	9%	0.73	-0.26	0.65	0.6	-7%	-10%	-13%	3%
12	O=C(NNC(=O)C12CC3CC(CC(C3)C1)C2)[C@@H]1C[C@H]1c1ccccc1	-9.5%	2%	3%	32%	-0.68	-0.31	-0.31	0.81	1%	0%	4%	2%
13	CCc1nc(SCc2ccc(F)cc2)[nH]c(=O)c1C#N	-8.2%	-2%	0%	22%	-0.029	-0.27	-0.15	1.7	-5%	18%	-8%	-3%
14	CCC(C)C(NC(=O)OC(C)(C)C)C(=O)NC(C)C(N)=O (stereo unspecified)	-0.5%	5%	-2%	-2%	0.58	-0.25	0.24	-0.14	-4%	-1%	-5%	6%
15	Cc1nn(CCCC(=O)NCc2ccc(F)cc2)c(C)c1[N+](=O)[O-]	0.1%	8%	5%	-6%	-0.73	-0.1	-0.78	0.62	-1%	3%	-4%	0%
16	COc1ccc(NC(=O)c2ccc(OCc3c(C)noc3C)c(OC)c2)cn1	-3.7%	10%	7%	0%	0.28	-0.17	0.57	-0.42	-8%	10%	20%	0%
17	COc1ccc(Br)cc1S(=O)(=O)N1CCCC1	-1.3%	-5%	8%	-5%	1.2	-0.022	0.31	-1.1	0%	-3%	-5%	3%
18	CSc1sc(C(=O)N2CCCCC2)c(-c2cccs2)c1C#N	x	7%	14%	-2%	0.35	-0.21	-0.075	-0.19	7%	x	x	5%
19	O=C(c1ccccc1)N1CCN(c2ccc(Cl)cc2)CC1	11%	-4%	10%	-4%	0.27	-0.51	0.084	0.27	-8%	3%	41%	1%
20	Cn1c(=O)c(-c2ccccc2N)nc2ccccc21	-0.5%	9%	6%	9%	-0.63	-0.19	0.19	1.7	-1%	4%	6%	-1%
21	Cn1nnnc1SC(C(=O)Nc1ccc(F)cc1)c1ccccc1 (stereo unspecified)	-5.1%	3%	37%	1%	-1.1	-0.21	-0.62	0.88	-4%	-2%	13%	0%
22	O=C(Nc1ccccc1N1CCOCC1)c1cccnc1Cl	-1.7%	6%	-6%	4%	0.79	-0.29	0.55	-0.4	-7%	4%	1%	-1%
23	O=C(CSc1nccn1-c1ccc(F)cc1)Nc1ccc2c(c1)OCO2	-4.8%	5%	u	-4%	3.6	0.02	2.1	-2.3	-6%	18%	5%	1%
24	COc1cc2c(cc1OC)C(C(=O)Nc1ccc3c(c1)OCCO3)C1c3ccccc3CCN1C2=O (stereo unspecified)	-1.0%	-2%	-6%	21%	-0.49	-0.15	-0.4	0.6	3%	1%	-3%	1%
25	CC(=O)c1c(C)[nH]c(C(=O)OCc2ccc(F)cc2Cl)c1C	-3.2%	-1%	-4%	-4%	-1.1	-0.24	-0.27	0.07	-3%	-7%	2%	3%
26	O=C(CN1CC(=O)Oc2ccccc21)OCC(=O)c1cccc(Br)c1	-5.5%	-18%	-22%	12%	-0.9	-0.18	-0.079	0.35	-3%	36%	48%	-3%
27	CC(=O)NC(CCS(C)(=O)=O)C(=O)Nc1c(C)cccc1C (stereo unspecified)	-8.0%	-1%	4%	-4%	0.69	-0.078	0.5	-0.43	-2%	15%	10%	-3%
28	O=C(Oc1ccc2c(c1)CCC2)N1CCOCC1	-2.9%	5%	-7%	3%	0.011	-0.24	0.026	0.39	-4%	10%	8%	-1%
29	NS(=O)(=O)c1ccc(CCNC(=O)c2cc(-c3ccccn3)nc3ccc(Br)cc23)cc1	-9.5%	1%	34%	-7%	-0.42	-0.28	-0.097	0.64	-3%	-11%	-6%	2%
30	CN(C)c1ccc([C@@H]2[C@@H]([N+](=O)[O-])[C@H]3C=Cc4ccccc4N3[C@H]2C(=O)c2ccc(Cl)cc2)cc1	-4.7%	11%	5%	4%	-1.6	0.099	-0.88	1.3	1%	5%	-6%	-6%
31	CCOc1ccc(Cc2nn[nH]n2)cc1	-5.2%	-4%	14%	4%	-0.6	0.11	0.032	-0.68	0%	6%	2%	2%
32	Cc1ccc(Nc2nnc(SCC(=O)Nc3cc(C(=O)O)ccc3C)s2)c(C)c1	x	3%	-1%	16%	0.6	-0.089	0.31	0.084	-6%	x	x	1%
33	Cc1ccccc1OCCN1C(=O)NC2(CCc3ccccc32)C1=O (stereo unspecified)	-0.2%	2%	3%	-11%	0.61	-0.24	0.37	-0.69	3%	11%	14%	-4%
34	CCN(CC)c1ccc(NC(=O)C2CC(=O)N(Cc3ccccc3)C2)cc1 (stereo unspecified)	-4.7%	6%	7%	9%	-0.95	-0.21	-0.67	0.46	0%	6%	35%	-5%
35	Fc1ccc(C2CC(c3ccccc3)Nc3ncnn32)cc1 (stereo unspecified)	-1.2%	0%	-8%	-9%	2.9	0.061	2	-1.5	-10%	-13%	-19%	-2%
36	CC(=O)OCC#CCSc1nc2ccccc2n1C	-6.9%	1%	2%	4%	-0.16	-0.24	0.69	-0.0054	3%	-7%	-9%	5%
37	COC(=O)c1cn(Cc2cccnc2)c(=O)c2ccccc12	-5.7%	5%	8%	20%	-0.32	-0.26	0.08	-0.18	-4%	14%	9%	8%
38	CCC(=O)Nc1nc2c(c(=O)[nH]1)CCCC2	-3.5%	1%	1%	1%	0.3	-0.29	0.36	-0.15	-6%	3%	4%	-2%
39	COc1cccc(CNC(=O)CCC2CCCN(Cc3cc4ccccc4o3)C2)c1 (stereo unspecified)	-3.8%	1%	2%	-2%	-0.46	-0.15	-0.31	-0.72	-6%	15%	12%	2%
40	CCOC(=O)Cn1cc(C(=O)C(C)(C)C)c2ccccc21	-5.4%	1%	-8%	-2%	-0.79	0.088	-0.24	0.41	-6%	-4%	5%	-3%

In another format: entries from further up
35: Fc1ccc(C2CC(c3ccccc3)Nc3ncnn32)cc1 (stereo unspecified)
  XIAP displacement: -1.2% | P. falciparum M1AAP: 0% | AID2073: -8% | M17LAP inhibition: -9% | Dynein transport: 2.9 | Dynein transport cytoplasmic EGFP: 0.061 | Dynein transport nuclear GR-EGFP: 2 | Dynein transport cell count: -1.5 | LYP inhibition: -10% | human PMI inhibition: -13% | human PMI inhibitors: -19% | Siah-1 displacement: -2%
36: CC(=O)OCC#CCSc1nc2ccccc2n1C
  XIAP displacement: -6.9% | P. falciparum M1AAP: 1% | AID2073: 2% | M17LAP inhibition: 4% | Dynein transport: -0.16 | Dynein transport cytoplasmic EGFP: -0.24 | Dynein transport nuclear GR-EGFP: 0.69 | Dynein transport cell count: -0.0054 | LYP inhibition: 3% | human PMI inhibition: -7% | human PMI inhibitors: -9% | Siah-1 displacement: 5%

Additional records
nr	Molecule	XIAP displacement	P. falciparum M1AAP	AID2073	M17LAP inhibition	Dynein transport	Dynein transport cytoplasmic EGFP	Dynein transport nuclear GR-EGFP	Dynein transport cell count	LYP inhibition	human PMI inhibition	human PMI inhibitors	Siah-1 displacement
41	COc1ccc(NC(=O)CSc2nncn2C)cc1OC	-3.2%	5%	-2%	-8%	0.86	-0.16	0.31	0.5	-2%	-7%	-4%	6%
42	CCCCCn1c2nc3ccccc3nc2c2c(=O)n(CC(C)C)cnc21	1.1%	-1%	4%	-10%	1.1	-0.092	0.73	-0.013	-7%	1%	1%	4%
43	CCC(O)(c1ccc(OC)cc1)C(CN1CCOCC1)c1ccccc1 (stereo unspecified)	-3.9%	-5%	4%	3%	-1.1	-0.23	-0.039	0.03	-5%	-17%	-7%	5%
44	CC(C)(C)c1ccc(OCC(=O)N/N=C/c2ccsc2)cc1	-2.9%	1%	24%	-8%	2.6	0.0042	1.9	-1.6	0%	19%	55%*	-3%
45	CC(=O)c1cccc(NC(=O)CSCc2ccccc2)c1	-1.0%	-1%	-12%	8%	-0.19	-0.21	-0.21	0.27	-3%	2%	-1%	-3%
